Screening results: PubChem, several laboratories
RAM network inh: blocks the yeast RAM network | S. cerevisiae dse1pr::URA3 reporter, 5-FOA growth OD615, 2 d; analog-sensitive cbk1-as2 kinase mutant strain | inhibition, % at 50 µM | hit rate 1.8% among 190,000;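 active = inhibition above a set limit, 3 SD over mean compound inhibition, cut at about 8.4% in these data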;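 note: 0% = DMSO-only wells with no growth and 100% = 10 µM 1-NA-PP1 full growth; inhibition rescues growth on 5-FOA so higher OD means more RAM inhibition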
PMI act: increases human mannose-6-phosphate isomerase activity | purified human PMI, coupled resazurin fluorescence, 20 min; active compounds read high; 1 = vehicle control, 0 substrate-free wells | hit rate 0.005% among 190,000 | activation factor at 20 µM | P34949;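 active = activation factor of 2 or more at 20 µM, relative to plate controls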
Target sequence (P34949 whole entry, looked up): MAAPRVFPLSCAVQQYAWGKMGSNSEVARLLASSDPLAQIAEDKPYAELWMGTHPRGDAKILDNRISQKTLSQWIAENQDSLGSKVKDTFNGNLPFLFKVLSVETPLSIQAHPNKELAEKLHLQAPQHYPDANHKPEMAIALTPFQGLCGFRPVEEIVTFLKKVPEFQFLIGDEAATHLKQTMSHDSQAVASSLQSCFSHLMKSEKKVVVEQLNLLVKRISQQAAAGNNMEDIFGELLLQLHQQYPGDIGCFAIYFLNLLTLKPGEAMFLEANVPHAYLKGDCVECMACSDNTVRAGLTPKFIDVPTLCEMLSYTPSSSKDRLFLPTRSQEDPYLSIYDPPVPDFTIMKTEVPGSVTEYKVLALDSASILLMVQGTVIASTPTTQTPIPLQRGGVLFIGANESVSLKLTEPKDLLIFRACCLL
Diaphorase inh: counter-screen for diaphorase-based assays: diaphorase inhibitors and chemical oxidizers; diaphorase resazurin-to-resorufin fluorescence, NADH, 16 min; bacterial (C. kluyveri) enzyme, not human; inhibition, % at 20 µM; hit rate 0.69% among 190,000; AID 1217;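 active = primary screen inhibition at 20 µM above a set limit, cut at about 50% in these data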;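 note: plate controls were DMSO with full reaction for no effect and wells lacking NADH for full effect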
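Assay system – diaphorase enzyme from Clostridium kluyveri · Amount – diaphorase 0.14 U/mL (working solution) · Times – reaction incubation of 16 min at room temperature · Controls – No-NADH positive control and DMSO neutral control · Signal – resorufin fluorescence 544/590 nm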
DTT redox prof: compounds producing H2O2 with reducing agent – biochemical, NIH compound library profiling, artefact control for MLSCN library redox annotation, primary screen; hit rate 0.03% among 200,000; activation, % at 10 µM; DTT-dependent redox cycling H2O2, phenol red/HRP absorbance; 100% = 100 µM peroxide control, 0% = buffer;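 active = activation of at least 50% relative to the plate's high and low controls in the primary single-dose screen; inactive = activation below 50%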;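 note: compound incubated with DTT at 0.8 mM final as the reducing agent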
Hsp70 activator: transcriptional activators of Hsp70; HeLa Hsp70 promoter luciferase reporter, luminescence; scaled: vehicle 0, proteasome-inhibitor control 100%; activation, % at 10 µM; hit rate 0.04% among 200,000;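 active = activation above the mean across all tested compounds plus 3 SD, cutoff set per campaign, cut at about 5.5% in these data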;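 note: 100% = MG132 at 30 µM as the positive control and 0% = DMSO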
TLR4-MyD88 BLA: blocks binding of human TLR4 to MyD88. O00206+Q99836. HeLa CL3-4 TLR4/MyD88 BLA complementation, FRET ratio. inhibition, % at 8.4 µM. hit rate 0.18% among 200,000. AID 861; in the data active = inhibition above about 25%;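 note: 0% = vehicle and 100% = reference inhibitor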
Diaphorase act: counter-screen for diaphorase-based assays: diaphorase activators and chemical reducers; hit rate 0.005% among 190,000; Diaphorase/resazurin coupled assay, resorufin fluorescence, 16 min; active compounds read high; 1 = vehicle wells, 0 = NADH-free wells; AID 1229; activation factor at 20 µM;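 active = diaphorase activity raised at least twofold by the compound at 20 µM; inactive = activation factor below 2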
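Test system: Clostridium kluyveri diaphorase, purified enzyme; input: enzyme 0.07 U/mL final; buffer or medium: 50 mM HEPES pH 7.4 with 4.542 mM MgCl2, 0.005% Tween 20; also added: 0.114 mM NADH and 0.1 mM resazurin, final amounts; schedule: 16 min enzyme reaction, ambient temperature; technique: fluorescence of resorufin, 544 nm excitation, 590 nm emission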
PMI act satM6P: activators of human phosphomannose isomerase at near-saturating mannose 6-phosphate; P34949; coupled PMI enzyme assay, resazurin fluorescence, 20 min; active compounds read high; 1 = untreated enzyme, 0 = substrate-free blank; activation factor at 20 µM; hit rate 0.34% among 190,000; AID 1216;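 active = activation factor of 2 or more at 20 µM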
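assay system = human phosphomannose isomerase with PGI, G6PDH, diaphorase coupling enzymes | quantity = 15 ng/mL PMI | incubation = enzyme reaction with compound 20 min at room temperature | medium = HEPES pH 7.4 buffer with MgCl2 and Tween-20 | compound dosing = one concentration, 20 µM, in 1% DMSO | measured by = Diaphorase-driven resazurin-to-resorufin fluorescence, excitation 544, emission 590 nm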
G6PDH CS: inhibits Leuconostoc G6PDH, flagging false hits in G6PDH-based assays; hit rate 0.12% among 200,000; Purified L. mesenteroides G6PDH, diaphorase/resazurin coupled fluorescence, 45 min; inhibition, % at 5 µM
L major viab: inhibitors of Leishmania major promastigote growth; inhibition, % at 10 µM; hit rate 9% among 200,000; Leishmania major promastigotes, resazurin fluorescence viability; AID 1063;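 note: promastigotes grown with compound for 44 hours at 28 °C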
S1P3 antag: S1P3 (human) receptor antagonism; inhibition, % at 4.98 µM; CHO S1P3 NFAT-BLA reporter, FRET fluorescence, antagonist mode; hit rate 0.27% among 170,000; AID 485; Q99500;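 active = inhibition above the plate cutoff, the mean inhibition of test wells on that plate plus 3 SD, cut at about 28% in these data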;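 note: cells challenged with S1P at its EC80 of 0.8 µM; blue over green emission ratio from cleaved BLA substrate after 4 h stimulation; 0% = S1P-stimulated wells and 100% = unstimulated DMSO-only wells; some compounds past the cut are filed as inactive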
Target sequence (Q99500 whole entry, looked up): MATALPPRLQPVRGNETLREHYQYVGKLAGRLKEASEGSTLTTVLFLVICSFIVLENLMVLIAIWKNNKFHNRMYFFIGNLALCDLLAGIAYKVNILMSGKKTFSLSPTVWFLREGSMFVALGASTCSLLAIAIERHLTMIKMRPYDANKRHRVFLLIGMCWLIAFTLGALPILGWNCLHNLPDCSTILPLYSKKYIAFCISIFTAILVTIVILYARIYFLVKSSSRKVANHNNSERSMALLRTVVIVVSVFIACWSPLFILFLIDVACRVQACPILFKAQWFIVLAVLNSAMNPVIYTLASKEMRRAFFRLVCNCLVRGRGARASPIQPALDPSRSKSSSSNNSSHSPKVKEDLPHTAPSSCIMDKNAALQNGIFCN
Numbers without * were called inactive; . = not tested or not shown. Cut-off read from the data, not from the text of the source, unless noted: active = inhibition above about 50%; inactive = the rest.

A first look (three entries):
[1] CCOc1ccc(-c2cc(CCCC(=O)NCCCOC)no2)cc1
[2] O=C1c2ccccc2C(O)N1Cc1ccccc1 (stereo not drawn)
[3] CCOC(=O)C(NCc1ccco1)(NC(=O)c1ccccc1)C(F)(F)F (stereo not drawn)

entry no.	1	2	3
RAM network inh	2.0	2.2	0.1
PMI act	1.1	0.9	0.9
Diaphorase inh	4.6	9.2	15.5
DTT redox prof	0.2	-1.4	-0.1
Hsp70 activator	-0.2	0.0	-0.5
TLR4-MyD88 BLA	1.7	0.0	-12.7
Diaphorase act	1	0.9	0.8
PMI act satM6P	1	0.9	0.9
G6PDH CS	-3.1	7.5	6.7
L major viab	-3.5	-5.2	-3.8
S1P3 antag	.	-12.0	.

Results, repeating the preview:
[1] CCOc1ccc(-c2cc(CCCC(=O)NCCCOC)no2)cc1
[2] O=C1c2ccccc2C(O)N1Cc1ccccc1 (stereo not drawn)
[3] CCOC(=O)C(NCc1ccco1)(NC(=O)c1ccccc1)C(F)(F)F (stereo not drawn)
[4] COc1ccccc1NC(CC(=O)c1ccccc1)C(=O)OCC(=O)c1ccc(F)cc1 (stereo not drawn)
[5] CN(CC(=O)N1CC=C(c2ccccc2)CC1)S(=O)(=O)c1ccc2c(c1)c(=O)n(C)c(=O)n2C
[6] COc1ccc(CCN(Cc2nc3ccccc3c(=O)[nH]2)C(=O)c2ccco2)cc1
[7] CSCCC(NS(=O)(=O)c1ccc2[nH]c(=O)c(=O)[nH]c2c1)C(=O)O (stereo not drawn)
[8] Cc1ccc2nc(C)cc(Nc3ccc4c(c3)OCCO4)c2c1
[9] O=C1/C(=C/c2ccc3c(c2)OCO3)CCC/C1=C\c1ccc2c(c1)OCO2
[10] COc1ccc(C(=O)N/C(=C\c2cn(S(=O)(=O)N(C)C)c3ccccc23)C(=O)NC(C)C)cc1

entry no.	1	2	3	4	5	6	7	8	9	10
RAM network inh	2.0	2.2	0.1	10.8*	1.1	3.8	-0.5	-0.4	11.6*	9.3*
PMI act	1.1	0.9	0.9	1	1	0.9	1	1	1.1	0.9
Diaphorase inh	4.6	9.2	15.5	10.7	23.4	13.0	3.7	-8.2	0.1	4.9
DTT redox prof	0.2	-1.4	-0.1	0.5	-1.1	-7.2	-0.4	-0.3	2.0	-1.0
Hsp70 activator	-0.2	0.0	-0.5	0.1	-0.4	-0.3	-0.1	0.5	-0.4	0.2
TLR4-MyD88 BLA	1.7	0.0	-12.7	-15.5	8.4	4.1	-10.7	3.3	11.8	-15.7
Diaphorase act	1	0.9	0.8	0.9	0.8	0.9	1	1.1	1	1
PMI act satM6P	1	0.9	0.9	1.1	0.8	0.9	1	1.1	1.1	1
G6PDH CS	-3.1	7.5	6.7	4.2	13.0	5.1	13.9	7.0	-22.2	4.9
L major viab	-3.5	-5.2	-3.8	14.4	12.3	-5.1	-5.4	100.4*	39.8	-3.4
S1P3 antag	.	-12.0	.	-5.5	-49.6	-28.1	5.8	.	-9.7	-7.4

[11] Cc1nn(-c2ccccc2)c(C)c1/C=N\N1CCN(c2ccc(Cl)cc2)CC1
[12] CC1CC(C)CN(CCCNC(=O)c2ccc(CS(=O)(=O)Cc3ccccc3F)o2)C1 (stereo not drawn)
[13] O=C1CCCC2=C1C(c1cccs1)Nc1ccccc1N2 (stereo not drawn)
[14] O=C(Nc1ccc2cn[nH]c2c1)c1ccccc1F
[15] CCOC(=O)C1=C(c2ccccc2)N=C2SCC(=O)N2C1c1ccc(O)c(OC)c1 (stereo not drawn)
[16] CCOC(=O)C1CCN(C(=O)COc2ccc(S(=O)(=O)NC(C)C)cc2Cl)CC1
[17] O=C(Nc1cc([N+](=O)[O-])ccc1N1CCOCC1)c1ccco1
[18] CCCCn1c(SCC(=O)O)nc2ccccc21
[19] CCOc1ccc(-n2c(-c3ccccc3)nnc2-c2ccccc2)cc1
[20] C=CCN(C(=O)Cn1nnc2ccccc21)C(C(=O)NCCOC)c1ccc(OC)cc1OC (stereo not drawn)

entry no.	11	12	13	14	15	16	17	18	19	20
RAM network inh	.	0.8	0.9	0.8	-0.2	-0.3	2.5	0.1	1.7	-1.2
PMI act	0.9	1	0.9	1.1	1	1	1.1	1	0.9	1.1
Diaphorase inh	8.6	8.3	22.2	8.2	13.0	11.0	-4.6	1.1	3.2	-16.6
DTT redox prof	1.9	-0.2	-0.3	-0.3	0.1	0.2	-0.5	0.1	0.8	1.6
Hsp70 activator	-0.1	0.0	-0.1	0.8	-0.3	0.2	-0.2	0.0	-0.4	-0.5
TLR4-MyD88 BLA	8.0	-7.9	-7.3	7.8	-7.0	-5.8	0.5	2.1	-10.0	-8.6
Diaphorase act	0.9	0.9	0.8	0.9	0.9	0.9	1	1	1	1.2
PMI act satM6P	0.9	1.1	0.8	1	1	0.9	1	1	0.9	1.1
G6PDH CS	-51.2	12.2	13.0	-2.2	-1.8	6.7	-1.6	42.3	4.5	9.2
L major viab	-1.1	-3.2	20.5	-5.2	-2.8	-3.4	-2.6	-2.4	42.4	-9.4
S1P3 antag	.	-11.5	4.2	-1.6	.	7.2	0.2	10.9	0.7	-15.4

[21] COCCCN1CN(S(=O)(=O)c2ccc(Cl)cc2)c2nc3ccccc3nc21
[22] O=C(C(c1ccccc1)c1ccccc1)N1CCCc2ccccc21
[23] CCN(CC)S(=O)(=O)c1cccc(NC2=NCC(C)S2)c1 (stereo not drawn)
[24] O=C1CN(c2ccc(Br)cc2)C(=O)N1CC(=O)N1CCCc2ccccc21
[25] Cc1ccc(C(=O)NC(=S)Nc2ccc(S(=O)(=O)N3CCN(C)CC3)cc2)cc1
[26] CN(C(=O)CSc1nnc(-c2ccccc2)c(-c2ccccc2)n1)C1CCS(=O)(=O)C1 (stereo not drawn)
[27] CN(C)CCCNC1=CC(=O)CC(c2ccccc2)C1 (stereo not drawn)
[28] C=CCn1c(=O)c2c(nc(Br)n2Cc2ccccc2Cl)n(C)c1=O
[29] O=C(CN(CC1CCCO1)S(=O)(=O)c1ccc(S(=O)(=O)NC2CC2)cc1)Nc1ccccc1 (stereo not drawn)
[30] C/C(=N\NC(=O)CCc1c[nH]c2ccccc12)c1ccc([N+](=O)[O-])cc1

entry no.	21	22	23	24	25	26	27	28	29	30
RAM network inh	3.6	6.6	-0.8	0.2	-1.1	1.0	-0.4	2.4	3.1	1.4
PMI act	1.5	1	1	0.8	0.9	0.9	1.1	1	0.9	0.9
Diaphorase inh	27.9	12.1	12.8	23.8	27.0	5.7	-0.1	11.5	8.6	31.4
DTT redox prof	-1.4	0.4	-0.2	0.2	-8.2	-0.1	-0.4	-3.6	0.0	-0.5
Hsp70 activator	0.1	-0.5	-0.3	0.4	-0.2	-0.4	-0.2	-0.5	-0.3	-0.2
TLR4-MyD88 BLA	-1.3	4.7	11.6	13.0	-0.6	5.2	0.2	-0.8	-4.3	12.4
Diaphorase act	0.7	0.9	0.9	0.8	0.7	0.9	1	0.9	0.9	0.7
PMI act satM6P	1.7	1	0.9	0.9	1	1	1.1	1	1	0.9
G6PDH CS	4.2	4.0	1.8	0.9	9.4	-3.2	9.9	-0.9	-8.7	0.7
L major viab	59.2*	40.5	7.1	-13.2	24.2	-5.0	18.4	2.9	-3.4	61.0*
S1P3 antag	-2.5	.	20.4	5.0	.	0.2	-0.9	.	-4.5	5.3

[31] CNC(=O)c1cc2c(s1)CCCCCC2
[32] CCOc1ccc(OCC)c(NC(=O)CSCCc2ccccn2)c1
[33] CCCc1nnc(NC(=O)CN2C(=O)C3C4C=CC(C4)C3C2=O)s1 (stereo not drawn)
[34] CCOC(=O)c1ccc(NC(=O)CCc2c(C)nc3ncnn3c2C)cc1
[35] CCCCCNC1=CC(=O)CC(c2ccccc2)C1 (stereo not drawn)
[36] CC(=O)c1ccc(N2CCN(CC(=O)Nc3cc(C)on3)CC2)cc1
[37] O=C(O)c1sccc1Oc1ccc(F)cc1[N+](=O)[O-]
[38] Cc1cc(=O)n2cc(-c3ccccc3)nc2[nH]1
[39] COc1ccc(-n2ncc3c(NCc4ccc5c(c4)OCO5)ncnc32)cc1
[40] Cc1cccc(NC(=O)Nc2cccc(Oc3c(F)c(F)c(F)c(F)c3F)c2)c1

entry no.	31	32	33	34	35	36	37	38	39	40
RAM network inh	0.0	-0.5	-1.1	-0.9	-0.1	4.2	1.6	1.0	2.2	3.4
PMI act	1	1	0.9	1.1	1	1.1	1.1	1	0.8	1
Diaphorase inh	17.1	12.2	12.1	-5.9	-6.3	0.3	2.7	-5.5	20.2	-6.9
DTT redox prof	-0.3	1.0	-0.5	2.6	-4.1	-0.4	-0.5	-2.5	-1.0	3.7
Hsp70 activator	-0.1	0.1	0.1	-0.2	0.0	-0.2	-0.2	-0.4	0.0	0.2
TLR4-MyD88 BLA	-4.7	14.0	-6.0	4.9	7.5	-1.2	-4.9	-0.5	-3.2	-3.3
Diaphorase act	0.8	0.9	0.9	1.1	1.1	1	1	1.1	0.8	1.1
PMI act satM6P	1	1	1	1	0.9	1.1	1.1	0.9	0.9	1
G6PDH CS	-0.1	0.5	-3.0	0.5	5.5	0.5	5.2	4.8	-7.9	5.6
L major viab	-1.9	8.4	1.1	-3.4	13.1	-6.0	23.0	1.0	-6.9	0.9
S1P3 antag	11.0	15.6	-28.7	-2.1	.	-9.6	.	.	20.7	.

[41] CSC1=NC(C)(C)C=C(/C=C/c2ccc(Cl)cc2)N1
[42] CCOc1ccccc1OCCOCCOc1c(Cl)cccc1Cl
[43] Cc1cc(Oc2ccc(Cl)cc2)nc(-c2ccccc2O)n1
[44] O=C(NC1CCCCC1)C(=S)NCCc1ccccc1
[45] O=C(CSc1nnnn1-c1cccc2c1CCCC2)N1CCCCC1

entry no.	41	42	43	44	45
RAM network inh	-0.2	-0.6	13.8*	5.0	1.3
PMI act	1.5	0.9	1.1	1	1
Diaphorase inh	8.6	11.2	7.3	3.0	5.7
DTT redox prof	-1.0	-0.3	1.8	-2.0	-0.6
Hsp70 activator	-0.3	-0.1	0.0	0.0	-0.1
TLR4-MyD88 BLA	-6.0	2.4	6.4	3.5	-1.6
Diaphorase act	0.9	0.9	0.9	1	0.9
PMI act satM6P	1.4	1	1.2	1.1	1
G6PDH CS	9.1	-7.3	28.6	5.1	17.8
L major viab	100.4*	33.5	0.8	-3.4	6.7
S1P3 antag	-3.1	-1.1	.	0.2	.
